AmpC inh detg: AmpC beta-lactamase inhibition with detergent present. AmpC hydrolysis of nitrocefin, absorbance 480 nm, 0.01% Triton. Potency, µM (highest dose often 114 µM), without a hit: top-dose activity change, negative = inhibition, most hits filed as inhibitors. 370,000 compounds, 0.041% hits. P00811;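 further: potency means the concentration at half of the fitted maximal effect; 0% = no-compound wells and -100% = no-enzyme wells; nearly all actives have a fitted effect of over 25% in size; some results filed as inactive show a strong effect at the top dose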
Target sequence (P00811 whole entry, looked up): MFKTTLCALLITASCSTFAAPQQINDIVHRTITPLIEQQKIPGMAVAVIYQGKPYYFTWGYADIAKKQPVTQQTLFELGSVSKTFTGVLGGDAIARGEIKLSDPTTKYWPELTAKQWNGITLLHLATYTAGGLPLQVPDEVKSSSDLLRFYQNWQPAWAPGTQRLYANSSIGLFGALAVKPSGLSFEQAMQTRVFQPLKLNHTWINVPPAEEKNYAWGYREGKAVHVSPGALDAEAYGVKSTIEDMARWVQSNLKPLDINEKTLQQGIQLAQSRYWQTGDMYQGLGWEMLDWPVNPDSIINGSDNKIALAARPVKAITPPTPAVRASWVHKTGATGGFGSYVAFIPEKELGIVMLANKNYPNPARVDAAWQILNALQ
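20 mM phosphate pH 7.0 + 0.01% (detergent screen) or 0.0001% Triton X-100; 5.3 nM AmpC reagent; cpd preinc 15 min RT; nitrocefin (800 uM stock) to start; A480 q20 s × 4 min; Activity was normalised to no-enzyme and no-compound control wells.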
Sm TGR block: blocks Schistosoma mansoni thioredoxin glutathione reductase. 360,000 compounds, 3% hits. purified TGR, DTNB reduction, TNB absorbance 405 nm. Potency, µM (titrated, usually from 114 µM), for the others: at the highest dose activity change, negative = inhibition, most hits filed as inhibitors; further: potency means the concentration at half of the fitted maximal effect; nearly all actives have a fitted effect of over 60% in size
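Kinetic colorimetric format: TGR-catalysed, NADPH-driven DTNB reduction monitored via TNB absorbance. Enzyme dispensed at 20 nM; compound exposure 15 min at room temperature before reaction start.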
Tb PYK inh: blocks Trypanosoma brucei pyruvate kinase; Potency, µM (series often up to 76.8 µM), for inactives: top-dose activity, negative = inhibition, actives largely listed as inhibitors; AID 624173; Q57TT1; 410,000 compounds, 0.12% hits; TbPYK enzyme, Kinase-Glo Plus ATP luminescence, 45 min; further: potency means the concentration at half of the fitted maximal effect; nearly all actives have a fitted effect of over 50% in size
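Luminescence from Kinase-Glo Plus, added after a 45-minute room-temperature reaction, served as the end-point read-out. The enzyme and substrate were preincubated with compound before ADP (130 uM final) initiated turnover. Concentration-effect curves came from normalized qHTS data.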
AmpC no deterg: inhibitors of E. coli AmpC beta-lactamase without detergent; Potency, µM (series often up to 57.1 µM), for the others: at the top dose activity change, negative = inhibition, usual class: inhibitors; 330,000 compounds, 0.52% hits; AmpC nitrocefin hydrolysis, absorbance 480 nm, 0.0001% Triton; AID 485341;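 further: potency means the concentration at half of the fitted maximal effect; plate controls were no compound for no effect and no enzyme for full effect; nearly all actives have a fitted effect of over 20% in size; some results filed as inactive show a strong effect at the top dose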
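AmpC (5.3 nM in the dispensed reagent) in 20 mM phosphate pH 7.0 with 0.01% (detergent screen) or 0.0001% Triton X-100 was preincubated with compounds for 15 min at room temperature. Nitrocefin was then added from an 800 uM solution, and hydrolysis was followed at 480 nm.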
AMA1-RON2 inh: disrupts binding of P. falciparum AMA1 to RON2. AlphaScreen AMA1-biotinylated RON2 peptide binding. Potency, µM (titrated, usually from 58.2 µM), for the others: at the highest dose activity change, negative = inhibition, most hits filed as inhibitors. 360,000 compounds, 0.2% hits. AID 720542;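 further: potency means the concentration at half of the fitted maximal effect; 0% = vehicle wells and -100% = peptide control; nearly all actives have a fitted effect of over 45% in size; some results filed as inactive show a strong effect at the top dose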
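AMA1 (3D7) with his tag at 25 nM final met compounds first, then biotinylated RON2 peptide at 25 nM; detection used donor plus acceptor beads, 10 µg/mL apiece, read by AlphaScreen after 30 min at room temperature.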
LmPK inhibitor: LmPK (Leishmania mexicana) enzyme inhibition | Q27686 | purified LmPK, Kinase-Glo ATP luminescence, 1 h | Potency, µM (highest dose often 57.5 µM), for inactives: at the highest dose activity change, negative = inhibition, most hits filed as inhibitors | 290,000 compounds, 0.37% hits; further: potency means the concentration at half of the fitted maximal effect
Target sequence (Q27686 whole entry, looked up): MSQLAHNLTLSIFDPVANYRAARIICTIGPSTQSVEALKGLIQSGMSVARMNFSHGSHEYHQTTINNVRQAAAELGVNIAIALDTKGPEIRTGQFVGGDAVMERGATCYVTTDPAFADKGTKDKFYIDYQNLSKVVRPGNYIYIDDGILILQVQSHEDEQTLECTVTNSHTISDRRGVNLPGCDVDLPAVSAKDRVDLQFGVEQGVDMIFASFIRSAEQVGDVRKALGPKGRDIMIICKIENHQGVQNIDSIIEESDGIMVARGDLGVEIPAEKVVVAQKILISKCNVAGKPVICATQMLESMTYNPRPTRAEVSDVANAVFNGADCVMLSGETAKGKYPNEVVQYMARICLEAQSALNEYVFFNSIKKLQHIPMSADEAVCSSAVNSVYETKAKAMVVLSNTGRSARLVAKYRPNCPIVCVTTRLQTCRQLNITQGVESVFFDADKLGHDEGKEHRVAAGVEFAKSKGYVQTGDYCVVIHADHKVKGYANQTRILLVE
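ATP generated from ADP (0.1 mM) and PEP (0.5 mM) by 0.1 nM LmPK over 1 h at room temperature (pH 7.2 imidazole buffer) was detected by coupled luciferase luminescence. Values were normalized to uninhibited and no-enzyme wells.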
HCMV antiviral: inhibitors of human cytomegalovirus; HFF cells, HCMV-luciferase reporter, 72 h; active compounds read low; activity change, negative = inhibition, % at 57.5 µM; 410,000 compounds, 4.5% hits; AID 1259415; in the data active means activity change below about -60%; inconclusive means no clear call, values can overlap the other calls; inactive means above about -39%
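HFF cells seeded 16 h at 37C, treated with compounds, infected with luciferase-reporter HCMV at MOI 1 PFU/cell; luciferase read at 72 h post infection, normalized to buffer-only and Salinomycin controls.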
* hit, by the source's call; ? = inconclusive; · = not tested or not shown; & = joins results of further samples; [ ] = remark or other dose. Unless noted, the call rests on the fitted dose curve; in most records, active means well fitted curve in the direction sought with a large enough effect; inconclusive means small, poorly fitted or top-dose-only effect, or another doubt; inactive means no such curve, though single readings can be large; an effect the other way counts as inactive or inconclusive. Unless noted, on the % scale 0 is the no-effect control and ±100 the full control effect.

item	SMILES	AmpC inh detg	Sm TGR block	Tb PYK inh	AmpC no deterg	AMA1-RON2 inh	LmPK inhibitor	HCMV antiviral
1	CC1CCN(S(=O)(=O)c2ccc(NC(=O)CN3CCN(C)CC3)cc2)CC1	2.2%	-12.8%	-9.2%	?	-15.5%	0.6%	21.2
2	O=[N+]([O-])c1ccc(N2CCNCC2)cc1NCc1cccnc1	?	-15.6%	-7.4%	-18.5%	6.4%	3.5%	-10.1
3	CCn1c(CNC(=O)c2cccc(C)c2)nnc1SCC(=O)NC1=NCCS1	-3.9%	4.5%	-3.4%	145.8%[activator]	-15.1%	-4.6%	-3.5
4	Cc1ccc2[nH]c(=O)c(CN(Cc3nnnn3C3CCCC3)C3CCCCC3)cc2c1	-16.4%	0.0%	1.6%	-20.4%	4.7%	-0.4%	-17.1
5	NC(=O)CSc1nc2sc3c(c2c2ncnn12)CCCC3	?	0.0%[11.4 µM]	-0.5%	-10.1%	30.0%	18.2%	-31.1
6	N#Cc1ccc(NS(=O)(=O)c2ccc(-c3cnc(C4CC4)o3)cc2)cc1	-0.7%	6.3%	-4.6%	·	·	·	-7.4
7	Cc1c(NC(=O)COC(=O)c2cc(-c3cccc4ccccc34)nc3ccccc23)c(=O)n(-c2ccccc2)n1C	-2.1%	2.8%	1.6%	124.6%[activator]	-4.7%	7.3%	6.8
8	Cc1ccc(CCNC(=O)CS(=O)Cc2nc(-c3cccc(C)c3)oc2C)cc1 (stereo not drawn)	-3.2%	?	-1.5%	95.0%[activator]	-1.3%	4.3%	-9.9
9	COc1ccc(OC)c(NC(=O)C2CCN(S(=O)(=O)c3ccc4c(c3)CCCC(=O)N4)CC2)c1	21.2%	4.9%	4.9%	·	·	·	-7.1
10	CCCCNc1nc2c(S(=O)(=O)c3ccc(Br)cc3)nnn2c2ccsc12	1.1%	1.0%	-7.2%	·	·	·	17.6
11	COc1ccc(-n2c(SCC(=O)c3ccc(Cl)cc3)nc3c([nH]c4ccccc43)c2=O)cc1	6.1%	7.0%	-7.6%	·	·	·	33.8
12	Cc1ccc(NS(=O)(=O)c2c(C)nc3sccn3c2=O)cc1	-17.0%	-14.6%	0.4%	-5.3%	50.5%[activator]	-1.5%	-5.7
13	Clc1ccc(C=Cc2ccccn2)c(Cl)c1	·	·	-4.6%	·	10.5%	·	60.3
14	CC(C)NC(=O)NNC(=O)c1cc(COc2cc(Cl)cc(Cl)c2)on1	-1.0%	-5.9%	-6.8%	0.2%	88.3%[activator]	-3.9%	37.0
15	O=C(O)C1CCCCC1C(=O)NCc1ccc2c(c1)OCO2 (stereo not drawn)	-2.6%	2.2%	-2.5%	-5.9%	-10.7%	-7.2%	-24.1

The closing 3 compounds of the section before lead into the next.
item	SMILES	AmpC inh detg	Sm TGR block	Tb PYK inh	AmpC no deterg	AMA1-RON2 inh	LmPK inhibitor	HCMV antiviral
13	Clc1ccc(C=Cc2ccccn2)c(Cl)c1	·	·	-4.6%	·	10.5%	·	60.3
14	CC(C)NC(=O)NNC(=O)c1cc(COc2cc(Cl)cc(Cl)c2)on1	-1.0%	-5.9%	-6.8%	0.2%	88.3%[activator]	-3.9%	37.0
15	O=C(O)C1CCCCC1C(=O)NCc1ccc2c(c1)OCO2 (stereo not drawn)	-2.6%	2.2%	-2.5%	-5.9%	-10.7%	-7.2%	-24.1
16	Cc1ccc(NC(=O)CCS(=O)(=O)c2cccc3nonc23)cc1Cl	?	-35.4%&-7.0%	-5.0%&-6.5%	-20.8%	-14.9%	-3.0%	?
17	Clc1cccc(Cl)c1CNc1ccc(N2CCCC2)cc1	-3.8%	?	?	-32.8%	?	-8.0%	-77.5*
18	COc1ccc(/C=N/N=C2/NC(=O)C(CC(=O)O)S2)cc1OCc1ccc(Cl)cc1Cl (stereo not drawn)	-13.7%	-18.7%	-21.8%	-23.4%	30.9%[activator]	-3.7%	-35.0
19	O=[N+]([O-])c1ccc(Cl)c(CN2CCCCCC2)c1	-0.2%	4.2%	8.0%	-14.3%	?	0.1%	-11.6
20	CCN(c1cc(C)cc(C)c1)S(=O)(=O)c1nnc(NC(=O)c2ccco2)s1	5.7%&19.0%	?	0.9%&9.0%	-54.8%	5.5%	-7.3%	-21.3&-30.5
21	COc1ccc(N/C=C\C(=O)c2ccc3c(c2)OCO3)cc1OC	0.3%	-1.2%	-3.5%	1.5%	0.2%	-2.1%	?
22	CCCC[N+]12CCC(CC1)C(C(=O)c1cccs1)C2 (stereo not drawn)	0.1%	?	-27.3%	2.1%	6.7%	3.8%	-10.3
23	CCOC(=O)N1CCN(C(=O)c2ccc3c(=O)n(-c4ccc(OC)cc4OC)c(=S)[nH]c3c2)CC1	-5.1%	6.5%	-14.5%	-7.4%	14.8%	3.3%	-14.0
24	COc1ccc(CC(NC(C)=O)C(=O)NC2CCN(C(=O)C3CC3)CC2)cc1OC (stereo not drawn)	-0.7%	·	0.6%	-4.2%	2.5%	0.7%	-14.9
25	C/C=C(/C)C(=O)O[C@@H]([C@H](O)c1cc2ccc(=O)oc2cc1OC)C(C)(C)O[C@@H]1O[C@H](CO)[C@@H](O)[C@H](O)[C@H]1O	·	·	-4.8%	2.8%	-1.5%	·	-16.9
26	O=C(Cn1cc(C(=O)c2ccco2)c2ccccc21)Nc1ccccc1	18.4%&-9.3%	-5.2%&-4.1%	-0.6%&-1.2%	-54.8%	-0.5%	1.8%	?
27	Cc1nnc2ccc(N3CCN(c4ccccn4)CC3)nn12	?	1.9%	2.2%	4.3%	-3.6%	2.1%	-4.0
28	Cc1oc(/N=C/c2ccc(O)cc2O)c(C#N)c1C	2.6%	50.1µM*	-10.8%	-22.4%	3.3%	-0.7%	1.5
29	CCOCCCNC(=O)CSc1nc2nc(C)c(Cc3ccccc3)c(C)n2n1	5.6%	2.8%	-5.3%	37.2%	9.1%	1.2%	-24.3
30	COC(=O)c1cc(COc2ccc3ccc(=O)oc3c2)c(C)o1	-4.9%	4.2%	-2.2%	-20.9%	-14.6%	0.9%	3.6
31	CC(C)CCNC(=O)c1[nH]c(C(F)(F)F)nc1-c1ccccc1	·	·	1.6%	·	-29.1%	·	-19.9
32	CN(C)CCN1C(=O)C(=O)/C(=C(/O)c2ccc(S(=O)(=O)N3CCOCC3)cc2)C1c1ccc(Br)cc1 (stereo not drawn)	-5.1%	0.0%	-7.5%	11.5%	5.2%	0.2%	33.4
33	COCC(=O)Nc1ccc(S(=O)(=O)Nc2ccccn2)cc1	-15.8%	-0.9%	2.9%	-19.2%	17.7%	1.0%	-27.2
34	CC1(C)C(=O)N(OCc2ccccc2)C(C)(C)C(=O)N1OCc1ccccc1	?	5.8%	-0.8%	45.9%	2.8%	0.2%	0.4
35	O=C(CSc1nnc(C2CC2)n1Cc1ccccc1)N1CCN(S(=O)(=O)c2ccccc2)CC1	-8.5%	0.0%	6.4%	84.5%[activator]	-7.1%	-0.5%	-26.4
36	Cc1cc(C(F)(F)F)c(C#N)c(=O)[nH]1	?	0.0%	-4.8%	-13.4%	41.1%[activator]	2.6%	8.1
37	COc1cccc(C(=O)Nc2ccccc2C(=O)OCc2cc(=O)n3nc(C4CC4)sc3n2)c1	-8.3%	5.1%	1.7%	·	·	·	8.6
38	COc1ccc(-c2sc3ccccc3c2C#CCO)cc1	-7.3%	-24.3%	1.8%	-28.7%	9.4%	1.0%	?
39	COc1ccccc1Oc1cn[nH]c1-c1ccc(OCC(=O)NN)cc1O	-1.8%	2.1%	-14.4%	-35.2%	100.0%[activator]	-0.3%	-4.8
40	Cc1c(Cl)cccc1N1C(=O)C(N2C(=O)c3cccc([N+](=O)[O-])c3C2=O)C1c1cccs1 (stereo not drawn)	-1.7%	9.9%	3.6%	-47.1%	-10.2%	-3.4%	·
41	CCCCOC(=O)Nc1ccccc1C(=O)OC	3.8%	-1.0%	1.0%	-17.7%	32.0%[activator]	-1.0%	1.5
42	O=C(Cn1c(=O)oc2cc(S(=O)(=O)NCc3ccccc3)ccc21)Nc1ccc(F)c(Cl)c1	-2.9%	3.3%	-0.6%[15.4 µM]	·	·	·	0.0
43	COc1ccc(CNC(C)(C)C)cc1Cl	?	-0.4%	-3.1%	-10.2%	3.8%	-1.0%	40.9
44	COc1ccc(C(=O)OCC(=O)NC2CCCC2)cc1OC	2.7%	-6.6%	-8.3%	-4.7%	7.1%	-3.5%	-10.4
45	C1CN(c2nc3nonc3nc2N2CCSCC2)CCO1	2.2%	12.7%	-1.6%	-10.7%	-2.2%	6.6%	0.0
46	COc1ccc2c(c1)C(NC(C)=O)C(=O)N2CCc1ccccc1 (stereo not drawn)	6.9%	0.0%	2.7%	38.0%	-22.9%	-0.2%	-14.9
47	COC(=O)c1c(NC(=S)Nc2ccc(CC(=O)O)cc2)sc(C)c1C	-10.1%	?	-21.3%	-25.1%	47.2%[activator]	-1.3%	-2.3
48	Nc1ncnc2c1ncn2[C@@H]1O[C@H](COS(=O)(=O)O)[C@@H](O)[C@H]1O	7.0%	-1.0%	1.1%	-4.5%	-0.7%	·	-1.1
49	CC1(C)OC(=O)C2(Cc3ccccc3N3CCCCC32)C(=O)O1 (stereo not drawn)	-15.1%	0.0%	-7.9%	-16.7%	1.1%	-2.5%	88.8
50	COc1ccc(CN(C)CCCn2cnc3c(OCc4ccccc4)ncnc32)cc1OC	·	·	-5.3%	·	3.8%	·	-16.1
51	O/N=C(\c1ccc(Cl)cc1Cl)c1ncc(C(F)(F)F)cc1Cl	3.3%	6.0%	-10.2%	-5.4%	-0.3%	3.3%	-32.1
52	CCOC(=O)N1CCN(S(=O)(=O)c2cc([N+](=O)[O-])ccc2C)CC1	-1.5%	·	-0.3%	7.9%	0.2%	0.2%	-13.2
53	CNC(=O)C1CCCN1S(=O)(=O)c1ccc(OC)cc1 (stereo not drawn)	1.4%	3.6%	0.3%	-8.0%	8.5%	7.7%	-20.5

Compounds 1 through 2, quoted:
item	SMILES	AmpC inh detg	Sm TGR block	Tb PYK inh	AmpC no deterg	AMA1-RON2 inh	LmPK inhibitor	HCMV antiviral
1	CC1CCN(S(=O)(=O)c2ccc(NC(=O)CN3CCN(C)CC3)cc2)CC1	2.2%	-12.8%	-9.2%	?	-15.5%	0.6%	21.2
2	O=[N+]([O-])c1ccc(N2CCNCC2)cc1NCc1cccnc1	?	-15.6%	-7.4%	-18.5%	6.4%	3.5%	-10.1

Screening results deposited in PubChem by National Center for Advancing Translational Sciences (NCATS).
